Compound activity (PubChem)
mABHD4 FP: ABHD4 (mouse) inhibition, primary FP screen | Q8VD66 | purified mABHD4, FP-Rh probe fluorescence polarization | inhibition, % at 8.92 µM | 370,000 compounds, 0.54% hits;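 active = inhibition exceeding the mean over every tested compound plus 3 SD, cut at about 30% in these data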;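 also: 0% = plate median of compound wells and 100% = S159A mutant with DMSO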
Target sequence (Q8VD66 whole entry, looked up): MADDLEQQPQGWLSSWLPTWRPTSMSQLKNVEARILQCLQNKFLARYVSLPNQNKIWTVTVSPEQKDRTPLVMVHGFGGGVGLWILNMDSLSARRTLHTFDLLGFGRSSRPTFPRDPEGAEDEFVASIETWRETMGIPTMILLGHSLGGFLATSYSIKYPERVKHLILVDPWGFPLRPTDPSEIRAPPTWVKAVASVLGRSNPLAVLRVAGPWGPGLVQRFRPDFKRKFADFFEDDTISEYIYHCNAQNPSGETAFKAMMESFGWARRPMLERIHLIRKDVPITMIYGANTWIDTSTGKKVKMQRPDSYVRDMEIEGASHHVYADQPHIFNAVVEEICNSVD
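Test system: mABHD4 protein; Read-out basis: % inhibition; Incubation: 45 min + 60 min at 25 °C; Repeats: single replicate; Technique: fluorescence polarization with parallel and perpendicular emission, 525/598 nm; Compound: 8.92 µM, single dose; Benchmarks: full inhibition S159A mutant plus DMSO, zero as sample-well median.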
rCAG RNA binder: molecules binding r(CAG) RNA repeats; r(CAG) RNA repeat, TO-PRO-1 dye displacement fluorescence; inhibition, % at 3 µM; 370,000 compounds, 1.3% hits; AID 651821;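 active = inhibition above the plate cutoff, the mean of all test compounds on that plate plus 3 SD, cut at about 35% in these data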;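 also: 0% = DMSO alone and 100% = 100 µM mitoxantrone as full dye displacement; higher means more dye released from RNA so lower well fluorescence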
LEDGF integ inh: blocks HIV-1 LEDGF/p75-dependent DNA integration; 370,000 compounds, 0.64% hits; inhibition, % at 3.7 µM; TR-FRET IN-LEDGF/p75 DNA integration, Eu/Cy5;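 active = inhibition above the screen-wide mean plus 3 SD, cut at about 13% in these data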;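 also: signal is the Cy5 over europium emission ratio at 671 and 618 nm; 0% = plate median of compound wells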
MBD2 inh: MBD2-methylated oligo binding inhibition | TR-FRET, MBD2 binding to methylated oligonucleotide | inhibition, % at 4.4 µM | 370,000 compounds, 0.31% hits | AID 686964; in the data active = inhibition above about 13%
SIAE primary: human SIAE inhibition, primary screen. Q9HAT2. SIAE FP-Rh probe binding, fluorescence polarization. inhibition, % at 9.66 µM. 370,000 compounds, 0.69% hits;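 active = inhibition above a cutoff: mean of compounds within the control limits plus 3 SD of those, cut at about 17% in these data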;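 also: 0% = plate median of compound wells and 100% = probe without SIAE protein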
NPR2 activator: GC-B (human) receptor activation; activation, % at 10 µM; 370,000 compounds, 0.11% hits; AID 1920062; P20594; HEK293-GC-B cells, CNP EC30, cGMP TR-FRET; 0% at EC30 CNP, 100% saturating CNP;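 active = activation at 10 µM reaching about 35% in either raw or pattern-adjusted values, limit read from the data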
HTRA1 inh: HTRA1 (human) protease inhibition; Q92743; recombinant HTRA1, FP-rhodamine activity-based probe, fluorescence polarization; inhibition, % at 5.96 µM; 340,000 compounds, 0.5% hits; in the data active = inhibition above about 36%;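 also: 0% = enzyme with DMSO and 100% = wells lacking enzyme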
TCR CD3 inh: blocks the human TCR-CD3 interaction; TAMRA-labeled TCR probe fluorescence, biochemical; inhibition, % at 9.4 µM; 360,000 compounds, 0.37% hits; AID 651800; in the data active = inhibition above about 19%;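 also: recombinant mutant TCR 2C K166C tagged with TAMRA read by polarization; 0% = receptor in buffer alone and 100% = receptor with positive control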
TDP2 absorb: TDP2 (human) inhibition, absorbance primary screen; 370,000 compounds, 0.34% hits; recombinant TDP2, T5PNP hydrolysis, p-nitrophenol absorbance 415 nm; O95551; inhibition, % at 12.8 µM;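 active = inhibition above the mean of all tested compounds plus 3 SD, set per campaign, cut at about 25% in these data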;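 also: 0% = DMSO with enzyme and 100% = buffer with substrate but no TDP2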
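System: recombinant human TDP2 / Amount: 120 nM TDP2 per well / Also added: 5 mM T5PNP chromogenic substrate / Doses: 12.8 µM single point, 1% DMSO / Incubation: 2 h at 37 °C / Detection: p-Nitrophenol epi absorbance / Evaluation: % inhibition relative to enzyme-containing and enzyme-free wells / Repeats: singlicate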
PRMT1 inh: blocks human protein arginine methyltransferase 1; 370,000 compounds, 1.3% hits; Q99873; recombinant PRMT1, activity-based probe fluorescence polarization; inhibition, % at 2.79 µM;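 active = inhibition above about 21% made by adding two undisclosed values, limit read from the data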
Target sequence (Q99873 whole entry, looked up): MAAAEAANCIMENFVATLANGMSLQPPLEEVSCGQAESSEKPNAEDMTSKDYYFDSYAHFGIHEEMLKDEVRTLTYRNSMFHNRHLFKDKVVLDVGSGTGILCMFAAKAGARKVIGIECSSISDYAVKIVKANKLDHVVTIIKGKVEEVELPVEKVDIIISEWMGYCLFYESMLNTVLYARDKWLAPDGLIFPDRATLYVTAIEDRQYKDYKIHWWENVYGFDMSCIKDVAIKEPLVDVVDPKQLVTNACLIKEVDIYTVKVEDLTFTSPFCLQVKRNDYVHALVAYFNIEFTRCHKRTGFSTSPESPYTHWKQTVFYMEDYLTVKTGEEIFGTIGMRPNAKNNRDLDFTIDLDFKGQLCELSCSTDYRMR
The depositor's hits bear a star; x = no result given. These rows are one share of the data. The share of hits here may be higher or lower than overall.

canonical_smiles	mABHD4 FP	rCAG RNA binder	LEDGF integ inh	MBD2 inh	SIAE primary	NPR2 activator	HTRA1 inh	TCR CD3 inh	TDP2 absorb	PRMT1 inh
NS(=O)(=O)c1ccc(NC(=O)c2ccccc2C(=O)N2CCCCC2)cc1	2	-3	-2	0	-3	2	4	7	-2	-3
C/C(=N/OC(=O)c1ccc(C)cc1)c1ccc(N2C(=O)C3CCCCC3C2=O)cc1 (stereo not given)	8	-4	-3	2	-2	14	-2	-3	-15	0
Cc1cc(C)c(S(=O)(=O)c2ccccc2C)c(OCC(C)(C)C)n1	-7	0	2	6	-6	-8	-13	-2	-15	1
Cc1cccc(Cc2cccc(C)c2O)c1O	-12	3	0	0	4	-1	x	3	-3	0
CC(=O)Oc1ccccc1Cn1c(C)c(C(=O)N(C)Cc2ccc(F)cc2)sc1=O	6	1	2	4	2	-12	x	0	5	-2
Cc1cc(/C=C2\C(=O)NN(c3ccccc3)C2=O)c(C)n1-c1ccccc1O	-1	9	5	1	0	-2	4	-9	-5	1
Cc1ccnc(NS(=O)(=O)c2ccc(NC(=O)c3ccccc3F)cc2)n1	0	1	25*	-6	-7	-4	1	-5	5	0
CC1(C)Oc2ccc(C(=O)NNC(=O)Nc3ccccc3)cc2NC1=O	0	-1	-3	3	1	2	0	-10	2	2
Cc1ccc(-c2cc(C(=O)Nc3ccc(S(=O)(=O)Nc4ncccn4)cc3)c3ccccc3n2)cc1	-6	58*	-6	2	-11	-8	-10	-10	-4	1
O=C(Nc1cccc(OC(F)(F)F)c1)c1ccc(Br)o1	-6	2	1	0	11	2	-22	1	9	-2
COc1ccc(/C=N/Nc2nnc(Cc3ccc(OC)c(OC)c3)c(=O)[nH]2)cc1OC	5	4	7	4	3	-11	4	-7	-12	-3
CCOC(=O)C(C)Sc1nnc2n1C(C)(C)Cc1ccccc1-2 (stereo not given)	0	-6	5	7	5	-4	-1	-1	-3	2
O=C(COC(=O)/C=C/c1cccc(F)c1)NC1CC1	-3	2	4	-2	-7	1	-5	6	4	-4
OCCC1CN(Cc2ccncc2)CCN1C1CCCC1 (stereo not given)	2	1	0	0	3	-1	3	0	-3	-2
Cc1cc(CNC(=O)[C@H](C)[C@@H]2C[C@@]2(C)[C@@H](NC(=O)OCc2ccccc2)c2ccccc2)nn1C	-2	-3	-2	4	0	-3	-7	-2	-4	-1
CCc1sc(C(=O)N(CCCOC)c2c(N)n(CC(C)C)c(=O)[nH]c2=O)cc1C	-1	-5	-2	3	0	3	1	3	0	4
COc1ccc(NS(=O)(=O)c2cccc(NC(=O)C34CCC(CC3)C4)c2)cc1	-11	2	-2	3	0	6	-11	5	2	1
O=C(NCC1CCCO1)c1cn(-c2ccccc2)nc1-c1ccccc1 (stereo not given)	2	1	4	-5	-3	-4	0	5	5	-2
COc1ccc([C@H]2CC(=O)C=C(c3ccc4ncccc4c3)C2)cc1OC	3	-6	2	5	-6	1	-9	-3	8	0
CC(=O)NCCC(=O)Nc1nc(-c2cccs2)c(-c2cccs2)s1	0	5	0	-5	-3	-5	-4	6	-4	2
CCOC(=O)C/C(C)=N/NC(=O)CN(c1ccc(Br)cc1)S(=O)(=O)c1ccccc1	5	5	-1	-4	-18	-2	-33	1	3	3
CCc1nnc(NS(=O)(=O)c2ccc(Nc3ccc4nonc4c3[N+](=O)[O-])cc2)s1	1	32	0	-5	-1	0	-4	1	-8	1
CC1=C(C(=O)OC(C)C)C(C2CC=CCC2)NC(=O)N1 (stereo not given)	5	0	1	0	2	-9	-2	-7	3	0
CCCC(NS(=O)(=O)c1ccc(-c2ccc(=O)[nH]n2)s1)c1cccs1 (stereo not given)	4	5	2	0	-5	-11	-28	6	12	3
Cc1cc(=O)oc2cc(OCC(=O)NCCN3CCOCC3)c(Cl)cc12	1	-3	-1	0	5	-1	-6	-1	-12	-6

Some entries already given with just PRMT1 inh.
molecule,PRMT1 inh
C/C(=N/OC(=O)c1ccc(C)cc1)c1ccc(N2C(=O)C3CCCCC3C2=O)cc1 (stereo not given),0
COc1ccc(/C=N/Nc2nnc(Cc3ccc(OC)c(OC)c3)c(=O)[nH]2)cc1OC,-3

Additional records
canonical_smiles	mABHD4 FP	rCAG RNA binder	LEDGF integ inh	MBD2 inh	SIAE primary	NPR2 activator	HTRA1 inh	TCR CD3 inh	TDP2 absorb	PRMT1 inh
Cc1ccccc1NS(=O)(=O)c1ccc(C)c(C(=O)N2CCOCC2)c1	-3	2	-3	-1	-7	5	-4	4	-14	4
Cc1c(N=Cc2cc3c(cc2[N+](=O)[O-])OCO3)cccc1[N+](=O)[O-]	25	6	8	-1	10	1	24	3	3	9
COc1cccc(NC(=O)C(Sc2nnc(-c3ccncc3)n2-c2ccc(Cl)cc2)c2ccccc2)c1 (stereo not given)	-37	14	2	0	-16	0	-67	-6	-11	1
O=C(COC(=O)/C=C/c1ccc([N+](=O)[O-])cc1)NC(c1ccccc1)c1ccccc1	-8	8	-9	11	-2	0	-1	11	-11	3
CCC(c1nnnn1C1CCCC1)N1CCN(c2cccc(OC)c2)CC1 (stereo not given)	1	-6	2	-5	6	-2	x	7	4	2
Cc1cc(C)n(CCCNC(=O)CN(C)S(=O)(=O)c2ccc(Cl)cc2)n1	-1	-6	2	-2	0	-8	-1	5	16	-4
Cc1cc(/C=C2\Sc3ccccc3N2C)cc(C)[n+]1CC1CCCO1 (stereo not given)	-7	9	-8	-5	-1	-16	x	-6	0	100*
COc1ccc(NC(=O)C2CCCN2S(=O)(=O)c2ccc3c(c2)C(C)(C)C(=O)N3C)cc1 (stereo not given)	3	4	-2	3	-2	1	x	-1	-5	2
COc1ccc(Cc2c(O)nc[nH]c2=O)cc1	0	1	1	-6	4	6	5	12	-6	2
CC(C)N(Cc1ccccc1)C(=O)COC(=O)c1ccc(O)cc1	-16	1	-4	6	-5	-2	-4	-6	-10	7
O=C(Nc1ccc(Br)cn1)c1cccc(S(=O)(=O)N2CCCC2)c1	-5	2	-1	6	-3	-3	-2	-5	1	-1
O=C(Nc1nc2ccccc2[nH]1)c1ccccc1O	4	3	-5	0	-4	-1	0	3	-2	0
Cc1cccc(N2CCN(c3ccc(NC(=O)/C=C(/C(=O)O)c4ccccc4)cc3)CC2)c1	24	8	-2	-4	8	-1	49*	5	2	1
O=C(Cn1nnc(-c2ccccc2F)n1)Nc1ccc2c(c1)OCCO2	-5	4	-2	0	-1	2	-2	6	-1	-5
Cn1nnnc1SCC(=O)Nc1ncc(C(F)(F)F)cc1Cl	0	0	2	-4	-4	8	0	-8	-7	-5
CCOc1c(Nc2ccc(C(C)C)cc2)c(=O)c1=O	4	-7	0	-2	6	1	5	-10	-10	-4
Nc1c(C(=O)O)cnn1-c1ccc([N+](=O)[O-])cc1	-1	0	-2	2	16	2	6	-2	-9	5
Cc1ccc(C(=O)Nc2sc3c(c2C(=O)O)CCCCC3)o1	3	17	1	-1	-12	5	-5	6	-14	-1
CCN(CC)S(=O)(=O)c1cccc(NC(=O)COC(=O)c2cccs2)c1	-12	1	6	-5	-8	4	-11	-3	-21	-6
O=C(CCNS(=O)(=O)c1ccc(OC(F)(F)F)cc1)N1CCN(S(=O)(=O)c2cccc(F)c2)CC1	0	-4	-3	2	-1	-4	-5	2	2	-6
N#Cc1c(N)nc2c3c(sc(=N)c2c1N)NC(=O)CC3c1ccccc1Cl (stereo not given)	-129	-74	-7	-13	-154	-7	-14	-1	-11	-1
Cc1ccc(CNS(=O)(=O)NCc2ccccc2)cc1	-9	-3	-1	2	7	7	1	1	6	-1
Cc1ccccc1Cn1c2ccccc2c2cnn(CC(=O)NCCCN3CCOCC3)c(=O)c21	3	-2	1	3	7	10	7	1	-8	1
O=S(=O)(Nc1ccc(N2CCCCC2)cc1)c1cccs1	0	2	-2	-3	0	2	12	-10	2	5
COc1ccc(-c2[nH]ncc2CN(C)CC2CCCCO2)cc1F (stereo not given)	4	-4	-3	-1	-6	1	-6	4	-8	-4
COc1ccc(S(=O)(=O)N2CCOCC2)cc1NC(=O)COC(=O)C1CC2CCCC(C1)C2=O (stereo not given)	7	2	1	-1	-2	8	4	-4	-13	-2
CCOc1ccccc1NC(=O)CSc1nnc(NC(=O)c2ccco2)s1	2	2	-1	1	-3	8	0	-2	23	0
CCc1nc(SCC(=O)O)c(C#N)cc1C	-1	1	-2	4	-1	1	5	2	4	4
CCOC(=O)N1CCN(C(=O)COc2ccc(S(=O)(=O)NC3CCCCC3)cc2C)CC1	1	-8	16*	-8	2	1	0	4	4	-2
CCN(CC)S(=O)(=O)c1cc([N+](=O)[O-])ccc1N=Nc1c(O)[nH]c2ccccc12	3	3	1	2	-4	0	0	6	-3	1
Cc1ccc(-n2nnnc2SCC(=O)Nc2sccc2C#N)cc1	0	5	-3	1	-6	-9	-12	-2	3	3
Cc1cc(C)c2cc(C#N)c(N3CCCN(C(=S)NCCCN(C)C)CC3)nc2c1	4	4	6	-3	3	4	-10	-9	-9	8
Cc1ccccc1CN1CCCCC(NC(=O)C2CCC2)C1=O (stereo not given)	-3	1	7	0	3	1	x	x	-3	-4
